KCNK3 block – human KCNK3 channel inhibition, primary screen. CHO-KCNK3 thallium flux, FluxOR fluorescence; active compounds read low. B-score at 10 µM. 340,000 tested, 0.84% active. AID 602410;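 active = B-score under library mean minus 4 SD, starting fluorescence ratio at most library mean plus 5 SD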;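 note: more negative B-score means stronger inhibition of thallium flux through KCNK3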
KCNQ1 pot – potentiates or activates the human KCNQ1 potassium channel. P51787. CHO-K1 KCNQ1, thallium flux FluxOR fluorescence; active compounds read high. B-score at 10 µM. 310,000 tested, 0.35% active;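 active = fluorescence ratio B-score, a plate-corrected score, at least three library SD, with initial intensity B-score within 5 SD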
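Assay system: stable KCNQ1 CHO-K1 line; medium: assay buffer, equal DMSO in all wells; timing: 90 min dye loading and 20 min compound exposure, both at room temperature; technique: kinetic FluxOR thallium fluorescence, 10-s 1-Hz baseline, 110-s post-stimulus read; read-out basis: B score of baseline-normalized fluorescence ratio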
KCNK9 inh – blocks the human KCNK9 two-pore domain potassium channel; Q9NPC2; HEK293 KCNK9, FluxOR thallium flux fluorescence; active compounds read low; B-score at 10 µM; 310,000 tested, 1.2% active;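 active = ratio B-score over 3 SD below the library mean, with starting fluorescence within 5 SD of its mean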;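 note: negative B-score means less thallium flux so channel inhibition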
TMEM16A inh – mouse TMEM16A channel inhibition, primary screen; Q8BHY3; HEK293 TMEM16A/YFP iodide influx fluorescence, ionomycin; normalized B-score (activity score, 25-100; higher = stronger inhibition) at 10 µM; 310,000 tested, 1.2% active; AID 588511;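 active = ratio plate-corrected score three or more library SD toward inhibition, starting fluorescence score within five deviations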;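 note: score derived from kinetic fluorescence span divided by baseline fluorescence per well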
MrgX1 allo act – allosterically activates human MrgX1 receptor signaling; MrgX1-HEK293, Fluo-4 calcium flux, FDSS; active compounds read high; B-score at 10 µM; 310,000 tested, 0.63% active;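 active = plate-corrected calcium response at least 3 library SD above typical, normal starting fluorescence, not activating the receptor alone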;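 note: compound read alongside a low EC10 to EC30 dose of BAM8-22 agonist; peak minus trough fluorescence over baseline measured at the second addition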
RGS4 act – RGS4 potentiation or activation; HEK293 M3R/inducible RGS4, carbachol calcium flux Fluo4; active compounds read low; B-score at 10 µM; 310,000 tested, 0.92% active;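 active = B-score of the integrated calcium signal more than 4 SD below the library mean, with starting fluorescence not abnormally high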;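 note: negative B-score means reduced calcium response which marks RGS4 activation or potentiation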
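Assay system: Inducible-RGS4 HEK293 cells carrying M3 receptor | Schedule: Compound preincubation 20 min at room temperature before agonist | Signal: Kinetic calcium fluorescence imaging with Fluo4-AM dye, 2 µM | Read-out basis: B score from integrated fluorescence ratio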
TMEM16A act – activators or potentiators of mouse TMEM16A chloride channel; HEK293 TMEM16A/YFP-H148Q/I152L, iodide quench fluorescence; active compounds read low; AID 623877; B-score at 10 µM; Q8BHY3; 340,000 tested, 0.3% active;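 active = fluorescence-ratio B-score plate-corrected deviation score at least 3 library SD below zero, with starting fluorescence score within 5 deviations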;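 note: channel opened by trigger with iodide after compound preincubation; score built on the fluorescence ratio of max minus min over baseline; more negative score means more quench and so TMEM16A activation or potentiation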
MrgX1 agonist – activates human MrgX1 receptor signaling. Q96LB2. MrgX1-HEK293 cells, Fluo-4 calcium fluorescence, agonist mode; active compounds read high. B-score at 10 µM. 310,000 tested, 0.44% active;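 active = calcium response B-score plate-corrected fluorescence ratio at least 3 library SD, with starting fluorescence B-score inside 5 SD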
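System: HEK293 cells stably expressing human MrgX1 receptor; Dosing: test compound in the initial addition of three; Schedule: overnight plating, then 30 min 37 °C plus 30 min room-temperature dye loading; Detection: kinetic calcium dye fluorescence, Fluo-4 NW; Controls: per-plate positive and negative controls for Z′ factor.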
RGS4 inh – human RGS4 inhibition; B-score at 10 µM; 310,000 tested, 0.45% active; P49798; HEK293 M3R/RGS4 inducible, Fluo-4 calcium flux; active compounds read high; triggered by carbachol at its EC20;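 active = B-score, a plate-corrected calcium signal, over three deviations above library mean, with baseline fluorescence within five deviations of library mean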;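 note: RGS4 expression induced by doxycycline in cells with stable M3 receptor; B-score is computed from the integrated fluorescence ratio over baseline after carbachol; higher B-score means a larger calcium signal and so more RGS4 inhibition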
KCNQ1 inh – human KCNQ1 channel inhibition. AID 2642. B-score at 10 µM. 310,000 tested, 1.3% active. P51787. CHO-K1 KCNQ1, FluxOR thallium flux fluorescence; active compounds read high;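 active = compounds whose thallium flux B-score, printed positive for inhibition, exceeds three library SD while starting fluorescence stays within three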;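 note: channel opened by potassium depolarization with thallium stimulus after 20 min compound exposure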
hERG protect – compounds protecting human hERG from proarrhythmic drug block; 310,000 tested, 0.51% active; CHO-hERG, FluxOR thallium flux, dofetilide IC70 present; activation (rescue from dofetilide block), less the hit threshold, % at 10 µM; Q12809;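 active = activation above the mean of controls blocked by dofetilide plus 5 SD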;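 note: thallium influx through hERG after potassium depolarization seen as dye fluorescence rise; in these data hits start at about 4.7%; inactives centre near -7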
Target sequence (Q12809 whole entry, looked up): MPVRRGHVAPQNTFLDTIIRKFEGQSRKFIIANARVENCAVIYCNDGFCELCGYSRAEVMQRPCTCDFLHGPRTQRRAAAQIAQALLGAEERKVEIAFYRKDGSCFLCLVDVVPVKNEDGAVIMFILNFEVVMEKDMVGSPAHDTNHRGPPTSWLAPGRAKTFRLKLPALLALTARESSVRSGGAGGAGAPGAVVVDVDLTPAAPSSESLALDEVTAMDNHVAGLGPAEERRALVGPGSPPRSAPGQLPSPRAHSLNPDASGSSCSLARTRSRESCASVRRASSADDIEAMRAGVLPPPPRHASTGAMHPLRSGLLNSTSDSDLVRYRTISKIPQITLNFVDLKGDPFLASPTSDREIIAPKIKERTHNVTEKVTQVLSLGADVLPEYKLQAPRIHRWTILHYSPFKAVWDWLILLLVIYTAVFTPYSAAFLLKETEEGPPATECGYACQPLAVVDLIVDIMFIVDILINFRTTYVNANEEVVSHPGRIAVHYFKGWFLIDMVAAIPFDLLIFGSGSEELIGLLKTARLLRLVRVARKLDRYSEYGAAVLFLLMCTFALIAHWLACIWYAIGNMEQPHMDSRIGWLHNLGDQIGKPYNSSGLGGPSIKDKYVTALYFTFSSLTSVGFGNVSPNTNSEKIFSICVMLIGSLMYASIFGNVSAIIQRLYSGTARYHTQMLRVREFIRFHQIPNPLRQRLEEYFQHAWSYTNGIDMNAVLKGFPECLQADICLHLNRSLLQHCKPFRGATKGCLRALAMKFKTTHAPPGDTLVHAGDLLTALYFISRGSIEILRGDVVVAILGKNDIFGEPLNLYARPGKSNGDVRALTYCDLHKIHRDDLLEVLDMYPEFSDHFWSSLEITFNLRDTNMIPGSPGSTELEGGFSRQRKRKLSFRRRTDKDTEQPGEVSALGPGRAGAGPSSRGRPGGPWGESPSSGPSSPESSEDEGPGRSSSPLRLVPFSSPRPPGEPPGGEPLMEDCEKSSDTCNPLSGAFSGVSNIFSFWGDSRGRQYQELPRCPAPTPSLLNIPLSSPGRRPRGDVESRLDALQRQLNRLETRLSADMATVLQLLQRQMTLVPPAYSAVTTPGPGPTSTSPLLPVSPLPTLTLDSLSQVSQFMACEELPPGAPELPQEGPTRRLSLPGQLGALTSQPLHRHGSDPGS
Numbers without * were called inactive; i = inactive; x = no result given. Outcome played no part in choosing rows. Share with any hit: about 6.3%.

SMILES	KCNK3 block	KCNQ1 pot	KCNK9 inh	TMEM16A inh	MrgX1 allo act	RGS4 act	TMEM16A act	MrgX1 agonist	RGS4 inh	KCNQ1 inh	hERG protect
COc1ccc(CC(=O)NCCc2ccc(Cl)cc2Cl)cc1	i	i	i	i	i	i	i	i	i	i	-8
Cc1cccc(-n2c(SCC(=O)Nc3cccc(S(=O)(=O)NC4=NCCCCC4)c3)nc3ccccc3c2=O)c1C	i	i	i	i	i	i	i	i	i	i	-5
CCN(Cc1ccccc1)S(=O)(=O)c1c(C)n(C)c(=O)n(C)c1=O	i	i	i	i	i	i	i	i	i	i	-11
O=S(=O)(Cc1nc2ccccc2s1)c1ccccc1	i	i	i	i	i	i	i	i	i	i	-12
CC(C)(C)OC(=O)NCc1ccc(CNC(=O)c2[nH]cnc2C(=O)N[C@@H](Cc2ccccc2)C(=O)OCc2ccccc2)cc1	i	i	i	i	i	i	i	i	i	i	-7
O=C(COC(=O)c1cc([N+](=O)[O-])ccc1N1CCOCC1)c1ccccc1	i	i	i	i	i	i	i	i	i	i	-14
O=C(/C=C/c1cccc(Br)c1)c1ccc2c(c1)OCO2	i	i	-7.8*	i	8.3*	i	i	i	i	i	-9
CC(C)c1ccc2oc(=O)cc(CN3CCOCC3)c2c1	i	i	i	i	i	i	i	i	i	i	-8
Cc1cc(C(=O)CN2C(=O)NC3(CCCc4ccccc43)C2=O)c(C)n1Cc1cccs1 (centres undefined)	i	i	i	i	i	i	i	i	i	i	-7
O=C(CN(c1ccccc1F)S(=O)(=O)c1ccccc1)NC1CCCCCC1	i	i	i	i	i	i	i	i	i	i	-15
CCOC(=O)Cn1nnnc1C(C(C)C)N(Cc1cccs1)Cc1cc2cc(C)ccc2[nH]c1=O (centres undefined)	i	i	i	i	i	i	i	i	i	i	-12
CCOC(=O)Nc1ccc2c(c1)N(C(=O)C(C)N1CCCC1)c1ccccc1CC2 (centres undefined)	i	i	i	i	i	-7.9*	i	i	i	i	-2
O=C1c2ccccc2-c2cccc(C(=O)N3CCCCC3)c21	i	i	i	i	i	i	i	i	i	i	-4
COc1cc(C2C(C(=O)c3ccco3)=C(O)C(=O)N2CC2CCCO2)ccc1O (centres undefined)	i	i	i	i	i	i	i	i	i	i	-1
COc1cccc(NC(=O)CN(C)C(=O)C2CCN(C(=O)c3ccccc3C)CC2)c1	i	i	i	i	i	i	i	i	i	i	-6
CCCNC(=O)Nc1ccccc1SC	i	i	i	i	i	i	i	i	i	i	-6
COc1ccccc1CNS(=O)(=O)c1c(C)[nH]c(C)c1C(=O)N1CCCCC1	i	i	i	i	i	i	i	i	i	i	-12
CN(C)c1ccc(/C=N/n2ncc3ccccc32)cc1	i	i	i	i	i	i	i	i	i	i	-5
COC(=O)c1ccc(NC(=O)CSc2n[nH]c(-c3ccncc3)n2)cc1	i	i	i	i	i	i	i	i	i	i	-4
Cn1c(NC(=O)c2ccc3c(c2)OCO3)cc(=O)n(C)c1=O	i	i	i	i	i	i	i	i	i	i	-8
Cc1ccc2nc(Cl)c3cc(C(=O)NCCCN4CCCC4)sc3c2c1	i	i	i	i	i	-7.6*	i	i	i	i	-14
O=C(Nc1ccc(Cl)cc1)Nc1ccccc1C(=O)O	i	i	i	i	i	i	i	i	i	i	-4
CCCCn1c(N)c(N(CC)C(=O)c2ccc(N3CCCC3=O)cc2)c(=O)[nH]c1=O	i	i	i	i	i	i	i	i	i	i	-8
COc1ccc(-c2nn(C)c(=O)c3ccccc23)cc1CNC(=O)CN1CCOCC1	x	i	i	i	i	i	x	i	i	i	-11
CC(Oc1ccccc1)C(=O)Nc1nc2c(s1)C(=O)CC(C)(C)C2 (centres undefined)	i	i	i	i	i	i	i	i	i	i	-9
CCCCNS(=O)(=O)c1ccc2nc(SCC(=O)Nc3sccc3C#N)[nH]c2c1	i	i	i	100*	i	i	i	i	i	11*	-23
COc1ccc(N(C(=O)C(C)C)S(=O)(=O)c2ccc3c(c2)n(C)c(=O)n3C)cc1	i	i	i	i	i	i	i	i	i	i	1
CCCCOC(=O)c1ccc(NC(=O)c2c(N)n(C)c(=O)[nH]c2=O)cc1	x	i	i	i	i	i	x	i	i	i	-7
COC1(OC)N=C(N)C2(C#N)C(c3cccc(Oc4ccccc4)c3)C12C#N (centres undefined)	i	i	i	i	i	i	i	i	i	i	-11
O=C(CN1CCCCCC1)Nc1ccccc1C(=O)Nc1ccccc1	i	i	i	i	i	i	i	i	i	i	-8
CCc1cccc(N(C(=O)c2csnn2)C(C(=O)NC(C)(C)CC)c2ccccn2)c1 (centres undefined)	i	i	i	i	i	i	i	i	i	i	-22
CCN(CC)C(=O)C(=O)N/N=C/c1ccc(C(=O)O)cc1	i	i	i	i	i	i	i	i	i	i	-8
COCCN1C(=O)C(=O)/C(=C(/O)c2ccc(S(=O)(=O)N3CCOCC3)cc2)C1c1cccc([N+](=O)[O-])c1 (centres undefined)	i	i	i	i	i	i	i	i	i	i	-9
Cc1cc(/C=N/NC(N)=S)c(O)c(/C=N/NC(N)=S)c1	i	i	i	i	i	i	i	i	i	i	-13
O=C(COc1ccc(Cl)cc1)NCCSc1ccccc1	i	i	i	i	i	i	i	i	i	i	-6
CCCn1c(-c2cccs2)nc2nc3ccccc3nc21	i	i	i	i	i	i	i	i	i	i	-15

Limited to RGS4 inh and KCNQ1 pot (four entries from above):
| molecule | RGS4 inh | KCNQ1 pot |
| --- | --- | --- |
| CC(Oc1ccccc1)C(=O)Nc1nc2c(s1)C(=O)CC(C)(C)C2 (centres undefined) | i | i |
| CCCCNS(=O)(=O)c1ccc2nc(SCC(=O)Nc3sccc3C#N)[nH]c2c1 | i | i |
| COc1ccc(N(C(=O)C(C)C)S(=O)(=O)c2ccc3c(c2)n(C)c(=O)n3C)cc1 | i | i |
| CCCCOC(=O)c1ccc(NC(=O)c2c(N)n(C)c(=O)[nH]c2=O)cc1 | i | i |

Carrying on:
SMILES	KCNK3 block	KCNQ1 pot	KCNK9 inh	TMEM16A inh	MrgX1 allo act	RGS4 act	TMEM16A act	MrgX1 agonist	RGS4 inh	KCNQ1 inh	hERG protect
COc1ccc(/C=C(\NC(=O)c2ccccc2)C(=O)NCC2CCCO2)cc1 (centres undefined)	i	i	i	i	i	i	i	i	i	i	-6
CCN(CC)CCCNC(=O)c1cn(C)c2ccc(S(=O)(=O)N(C)C3CCCCC3)cc2c1=O	i	i	i	i	i	i	i	i	i	i	-3
O=C(CCc1ccc(S(=O)(=O)NCc2ccccc2)cc1)N1CCN(Cc2ccc3c(c2)OCO3)CC1	i	i	i	i	i	i	i	i	i	i	-14
CCOc1ccc(C(=O)NC2CCN(C(=O)NCc3ccccc3)CC2)cc1	i	i	i	i	i	i	i	i	i	i	-3
C=CC[n+]1ccc2ccccc2c1C	i	i	i	i	i	i	i	i	i	i	-11
COc1ccccc1OCC(=O)Nc1cc2c(cc1C(=O)O)OCCCO2	i	i	i	i	i	i	i	i	i	i	-7
CCCC1CCC(c2ccc(C(=O)NN)cc2)CC1 (centres undefined)	i	i	i	i	i	i	i	i	i	i	-4
COc1ccc(NC(=O)c2ccc3[nH]c(C)c(C)c3c2)cc1	i	i	i	i	i	i	i	i	i	i	-5
Cc1onc(-c2ccccc2)c1C(=O)Nc1ccc(S(=O)(=O)N2CCCCC2)cc1	i	i	i	i	i	i	i	i	i	i	-4
Cn1nnc(NC(=O)c2ccccc2)n1	i	i	i	i	i	i	i	i	i	i	-5
COc1ccc(C2c3[nH]c4ccccc4c3CCN2CCCn2cccn2)c(C)c1C (centres undefined)	i	i	i	i	i	i	i	i	i	i	-7
COCCn1c(SCc2ccccc2F)nc2ccccc2c1=O	i	i	i	i	i	i	i	i	i	i	-10
Cc1cccc(C(=O)OC2CCOC2=O)c1O (centres undefined)	i	i	i	i	i	i	i	i	i	i	-7
NC(=O)c1c(NC(=O)CSc2nnc(-c3ccco3)n2N)sc2c1CCCC2	i	i	i	i	i	i	i	i	i	i	-12
COC(=O)c1ccc(NC2(C#N)C(=O)Nc3ccccc32)cc1 (centres undefined)	i	i	i	i	i	i	i	i	i	i	-15
Cc1cc(=O)[nH]c(N/N=C/c2ccccc2Cl)n1	i	i	i	i	i	i	i	i	i	i	-7
COc1ccc(N2C(=O)CCC2=O)c(OC)c1	i	i	i	i	i	i	i	i	i	i	2
COc1ccc(-n2c3c(cc(C(=O)NC4CCSC4=O)c2=O)C(=O)CC(C)(C)C3)cc1 (centres undefined)	i	i	i	i	i	i	i	i	i	i	-5
Cc1cccc(NC(=O)C2CCN(S(=O)(=O)c3ccc(Cl)cc3)CC2)n1	i	i	i	i	i	i	i	i	i	i	-14
CCC(=O)N[C@@H]1CC(C(C)(C)NC(=O)CC)CC=C1C (some centres undefined)	i	i	i	i	i	i	i	i	i	i	-11
COC(=O)CSc1nc(NC#N)nc(NC(C)(C)C)n1	i	i	i	i	i	i	i	i	i	i	-1
COCCCN(CC(=O)Nc1ccc(N2CCOCC2)cc1)S(=O)(=O)c1ccc(Cl)cc1	i	i	i	i	i	i	i	i	i	i	-7
COc1cc(OC)cc(C(=O)N2CCC(N3CCCCCC3)CC2)c1	i	i	i	i	i	i	i	i	i	i	-13
Cc1ccc(S(=O)(=O)N2Cc3ccccc3CC2C(=O)NC(C)(C)C)cc1 (centres undefined)	i	i	i	i	i	i	i	i	i	i	-3
CC1(C)CC(O)(CCNCc2ccc3c(c2)OCO3)CCO1 (centres undefined)	i	i	i	i	i	i	i	i	i	i	-10
Cc1cc(C)n(C(=O)CNC(=O)C2COc3ccccc3O2)n1 (centres undefined)	i	i	i	i	i	i	i	i	i	i	-7
COc1cccc(/C=N/NC(=O)N/N=C/c2cccc(OC)c2O)c1O	i	i	i	i	i	-7.9*	i	i	i	i	-9

From PubChem BioAssay
